NSD2 HMT inh: NSD2 histone methyltransferase inhibitors, primary screen, biochemical, AlphaScreen, single concentration, set 2; inhibition, % at 12.5 µM; 310,000 compounds, 0.54% hits; NSD2 peptide methylation, 120 min; AID 743445, 2014; Histone-lysine N-methyltransferase NSD2 (Homo sapiens), O96028; in the data active = inhibition above about 50%
Target sequence (O96028 whole entry, looked up): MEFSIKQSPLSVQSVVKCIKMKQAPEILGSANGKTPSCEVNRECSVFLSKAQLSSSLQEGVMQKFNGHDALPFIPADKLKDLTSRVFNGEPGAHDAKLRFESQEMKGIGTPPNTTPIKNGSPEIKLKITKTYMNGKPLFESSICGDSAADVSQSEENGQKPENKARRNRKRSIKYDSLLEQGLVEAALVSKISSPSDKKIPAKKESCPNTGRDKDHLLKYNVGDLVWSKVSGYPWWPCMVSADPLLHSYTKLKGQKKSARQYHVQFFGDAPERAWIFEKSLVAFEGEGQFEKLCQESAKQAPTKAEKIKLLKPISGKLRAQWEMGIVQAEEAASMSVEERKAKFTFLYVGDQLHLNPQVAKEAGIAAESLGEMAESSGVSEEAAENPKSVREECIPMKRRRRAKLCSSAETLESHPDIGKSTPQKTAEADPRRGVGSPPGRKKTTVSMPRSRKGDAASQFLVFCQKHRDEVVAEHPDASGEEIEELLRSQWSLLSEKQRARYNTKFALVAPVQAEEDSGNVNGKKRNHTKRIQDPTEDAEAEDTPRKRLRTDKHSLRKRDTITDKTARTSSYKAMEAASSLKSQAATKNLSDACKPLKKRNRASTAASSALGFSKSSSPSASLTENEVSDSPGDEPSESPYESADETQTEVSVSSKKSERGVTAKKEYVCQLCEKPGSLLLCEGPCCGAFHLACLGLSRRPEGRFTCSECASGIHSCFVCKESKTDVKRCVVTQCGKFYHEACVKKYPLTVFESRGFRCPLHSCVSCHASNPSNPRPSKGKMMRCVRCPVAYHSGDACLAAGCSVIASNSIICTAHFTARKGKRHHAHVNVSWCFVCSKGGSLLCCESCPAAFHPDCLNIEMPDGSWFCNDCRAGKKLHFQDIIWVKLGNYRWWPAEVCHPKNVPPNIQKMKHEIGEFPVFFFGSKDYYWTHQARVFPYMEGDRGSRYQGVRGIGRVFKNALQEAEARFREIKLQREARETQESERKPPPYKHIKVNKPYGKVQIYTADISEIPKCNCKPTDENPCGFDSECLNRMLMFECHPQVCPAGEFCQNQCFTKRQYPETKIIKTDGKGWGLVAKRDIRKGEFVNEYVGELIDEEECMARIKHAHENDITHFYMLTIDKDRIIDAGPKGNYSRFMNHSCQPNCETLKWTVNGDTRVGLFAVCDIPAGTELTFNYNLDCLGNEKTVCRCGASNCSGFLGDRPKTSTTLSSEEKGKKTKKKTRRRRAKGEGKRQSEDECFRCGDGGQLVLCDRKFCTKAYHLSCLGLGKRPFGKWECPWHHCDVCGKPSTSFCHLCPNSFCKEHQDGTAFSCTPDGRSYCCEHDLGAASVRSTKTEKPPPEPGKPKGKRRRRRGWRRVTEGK
Rtt109 HAT inh: inhibitors of C. albicans Rtt109/Vps75 HAT, primary screen, biochemical, ThioGlo CoA-SH fluorescence, plate reader; Histone acetyltransferase RTT109 (Candida albicans (strain SC5314 / ATCC MYA-2876)), …; purified Rtt109/Vps75, 4 h; inhibition, % at 34.9 µM; 330,000 compounds, 0.16% hits; AID 540336, 2011;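 active = inhibition of at least 50% in every replicate; inconclusive = best replicate reaches 50% inhibition but some replicates fall short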
CAL PDZ FP-1: untagged CAL PDZ binding inhibitors, primary screen, biochemical, fluorescence polarization, HTS | Golgi-associated PDZ and coiled-coil motif-containing protein (Homo sapiens), Q9HD26 | purified CAL PDZ, TMR-peptide fluorescence polarization, 1 h | inhibition, % at 24.9 µM | 300,000 compounds, 0.92% hits | AID 602252, 2012;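 active = mean inhibition of at least 30% with at least half of replicates also reaching 30%; inconclusive = no clear call, values can overlap the other calls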;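 note: 0% = DMSO neutral control and 100% = excess unlabeled competitor peptide PRC23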
dFosB activator: activators of delta FosB homodimer, primary screen, biochemical, fluorescence polarization, TAMRA-CDK5 oligo, single point. purified delta FosB; percent of positive-control signal above neutral wells. AID 493131, 2011. Protein FosB (Mus musculus), P13346. activation, % at 25 µM. 340,000 compounds, 0.99% hits;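 active = mean activation above about 17%, with every replicate also reaching it, limit read from the data, passing the limit was not always enough; inconclusive = only one of the two conditions met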;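 note: fluorescence polarization rise as delta FosB binds a TAMRA Cdk5 AP-1 oligo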
CAL PDZ FP-2: CAL PDZ peptide-binding inhibitors, primary screen, biochemical, fluorescence polarization, Cer-tagged CAL PDZ, HTS. Golgi-associated PDZ and coiled-coil motif-containing protein (Homo sapiens), Q9HD26. purified CAL PDZ, TMR-peptide fluorescence polarization, 1 h. inhibition, % at 20 µM. 330,000 compounds, 0.02% hits. AID 504414, 2011;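 active = highest replicate inhibition of at least 40%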;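 note: plate controls were DMSO neutral control wells for no effect and unlabeled competitor peptide control wells for full effect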
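System: purified tagged CAL PDZ domain construct (CerCALP). Schedule: 1 h incubation at room temperature before polarization reading. Medium: 25 mM sodium phosphate pH 7.4, 150 mM NaCl, TCEP, IgG, Thesit. Read-out: percent inhibition from loss of millipolarization. Measured by: FP readout, S and P plane fluorescence. Probe or stimulus: fluorescent TMR peptide probe.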
SR-BI DiI inh: inhibitors of SR-BI mediated HDL lipid uptake, primary screen, ldlA[mSR-BI] cells, fluorescence, single point. ldlA[mSR-BI] CHO cells, DiI-HDL uptake fluorescence, 3 h. inhibition, % at 12.5 µM. 320,000 compounds, 0.96% hits. AID 488896, 2010;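 active = mean replicate inhibition of at least 70% and a set share of replicates each scoring 70 or more; inconclusive = meets just one of the two criteria; inactive = fails both criteria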;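 note: 0% = median of neutral control wells and 100% = median of positive control wells; values of inactives mirror those of a sister screen read the other way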
SR-BI uptake up: activators of SR-BI mediated DiI-HDL uptake, primary screen, ldlA[mSR-BI] CHO cells, DiI fluorescence. 3 h; 100 = double the neutral-control signal. activation, % at 12.5 µM. 320,000 compounds, 0.096% hits. AID 504775, 2011;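 active = mean replicate activation of at least 60% and every replicate at or above 60%; inconclusive = mean or all-replicate condition met, but not both; inactive = mean below 60% and not all replicates reaching 60%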;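 note: 0% = median plate neutral-control signal and 100% = twice that signal; values of inactives mirror those of a sister screen read the other way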
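Test system: SR-BI-overexpressing, LDLR-lacking CHO cells. Measured by: DiI fluorescence, bottom read. Medium: Ham's F12 with 0.5% BSA, HEPES 25 mM, pH 7.4. Timing: 3 h uptake period with compound, 37 °C.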
PfHsp90 yeast 2: growth inhibition of PfHsp90-expressing yeast, primary screen, antimalarial PfHsp90 inhibitor project, S. cerevisiae, BacTiter-Glo luminescence, single point, set 2. BacTiter-Glo ATP, 48 h; yeast lacking PDR1 and PDR3 efflux regulators. inhibition, % at 9.4 µM. 310,000 compounds, 0.32% hits. AID 504621, 2011;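 active = every replicate shows inhibition above about 80%, whatever the replicate mean, limit read from the data; inconclusive = mean inhibition reaches the set limit but some replicate falls short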;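 note: 0% = DMSO neutral controls and 100% = 20 µM radicicol positive controls; yeast relying on Plasmodium falciparum Hsp90 in place of its own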
MITF TRPM1 HTS: activators of MITF-driven TRPM1 promoter reporter, primary screen, cell-based, SK-MEL-5, luciferase, single point. SK-MEL-5 TRPM1-promoter luciferase, 24 h; % of positive control, neutral wells = 0. activation, % at 12.5 µM. 300,000 compounds, 0.75% hits. AID 588334, 2011;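 active = mean activation of at least 80% with every replicate also reaching 80%; inconclusive = mean reaches 80% but some replicate falls short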;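 note: 0% = neutral control wells and 100% = parthenolide positive control wells; values of inactives mirror those of a sister screen read the other way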
PvdQ inh: P. aeruginosa PvdQ acylase inhibitors, primary screen, biochemical, fluorescence, plate reader and imaging, single point; PvdQ acylase [Pseudomonas aeruginosa LESB58]; purified PvdQ acylase; inhibition, % at 10 µM; 340,000 compounds, 0.063% hits; in the data active = inhibition above about 30%, passing the limit was not always enough; inconclusive = no clear call, values can overlap the other calls;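 note: 0% = vehicle neutral wells and 100% = reference inhibitor wells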
The depositor's hits bear a star; ? = inconclusive; . = no result given.

Structure	NSD2 HMT inh	Rtt109 HAT inh	CAL PDZ FP-1	dFosB activator	CAL PDZ FP-2	SR-BI DiI inh	SR-BI uptake up	PfHsp90 yeast 2	MITF TRPM1 HTS	PvdQ inh
O=C(C1CCCO1)N1CCN(C(=S)Nc2ccc(Cl)cc2)CC1 (stereo unspecified)	9.4	1.1	-1.5	-0.1	-1.3	-7.0	7.0	-17.3	-6.1	9.9
CC(=O)C1C(=O)C=C(c2ccco2)CC1c1ccccc1 (stereo unspecified)	6.4	3.0	-5.1	-3.0	.	-3.9	3.9	-23.2	-0.5	-11.6
COc1ccc(C(=O)OCC(=O)NC23CC4CC(CC(C4)C2)C3)c(OC)c1OC	1.7	-3.2	.	-9.2	-1.7	-2.3	2.3	13.3	6.6	-5.8
COC(=O)c1c(NC(=O)C2CC(=O)NN2Cc2ccccc2)sc(C)c1C (stereo unspecified)	4.0	4.7	-5.6	-0.3	-2.4	69.3	-69.3	-7.9	-14.3	6.9
C/C(=N\NC(=S)Nc1ccc(C)c(C)c1)c1ccc(N2CCOCC2)cc1	-0.8	-2.8	17.7	-10.3	-0.5	15.8	-15.8	-3.7	4.6	-10.0
C=CCNC(=S)NN=C1CCC(c2ccccc2)CC1 (stereo unspecified)	9.4	9.8	-2.8	-6.3	-1.1	.	.	-4.5	2.9	-10.3
CCOC(=O)N1CCC(N(C(=O)Nc2ccc(CC)cc2)C(C)CC)CC1 (stereo unspecified)	-2.2	-3.8	-2.1	-7.3	-3.1	14.4	-14.4	-10.1	8.3	-11.8
CC(=O)OCC(=O)Nc1ccccc1OC(F)F	-0.5	-0.2	.	-1.6	0.3	3.8	-3.8	-16.1	4.5	-7.9
COc1ccc(N(CC(=O)NC2CCCCCC2)S(=O)(=O)c2c(C)nn(C)c2C)cc1	-1.0	-12.1	-2.2	2.0	0.1	3.1	-3.1	13.2	.	-18.5
COc1ccc(CCN2CC(C(=O)NC3CCCCC3)CC2=O)cc1OC (stereo unspecified)	-2.3	-6.3	-3.4	0.7	-2.8	-21.1	21.1	-46.3	3.2	-4.2
Cc1ccc([N+](=O)[O-])cc1NC(=O)C(C)Sc1nnc(C)n1CC1CCCO1 (stereo unspecified)	-1.3	-1.4	1.0	-2.9	-1.8	-7.3	7.3	-1.3	8.0	-3.7
CCN(CC(=O)Nc1ccccc1OC)C(=O)/C=C/c1cccs1	-16.3	1.8	-4.5	-1.7	-0.9	-34.3	34.3	.	7.7	-3.9
Cc1ccccc1NC(=S)N/N=C/C(C)c1ccccc1 (stereo unspecified)	-0.3	-22.6	.	-1.8	-5.3	-6.0	6.0	-16.7	0.9	-7.2
COc1ccc(-c2cc(C(F)(F)F)n3ncc(C(=O)NCC4CCCO4)c3n2)cc1 (stereo unspecified)	-1.3	22.2	-2.7	-0.9	-0.3	11.1	-11.1	-5.9	2.0	6.3
Cc1cc(C(=O)COC(=O)c2ccc[nH]c2=O)c(C)n1-c1ccccc1	1.9	-3.2	-0.9	-9.8	-0.5	51.4	-51.4	-4.7	24.2	1.7
COc1ccc(N(C(=O)CNC(=O)c2cccs2)C(C(=O)NCC2CCCO2)c2ccccc2)cc1 (stereo unspecified)	1.3	-6.0	1.0	-13.0	-0.3	-21.7	21.7	-7.5	-9.2	-17.3
O=C(NNc1nc2cc3c(cc2s1)OCO3)c1ccc(F)cc1	.	2.9	.	2.0	-0.7	-11.0	11.0	2.8	.	7.6
Cc1ccc(C(C[N+](=O)[O-])c2c(C)[nH]n(-c3ccccc3)c2=O)cc1 (stereo unspecified)	102.9*	1.5	.	2.9	-0.7	-16.2	16.2	-3.6	1.1	-7.8
COc1ccc(C2=NS(=O)(=O)N(C)C(C(=O)N(C)Cc3ccccc3)=C2)cc1	.	14.6	.	-2.8	-1.0	-0.8	0.8	6.8	.	11.7
O=C(NCc1nc2ccccc2[nH]1)C1=C[C@H](C2CCCCC2)C[C@H](OCCCCO)O1	.	-6.6	-2.2	-10.6	-0.8	5.5	-5.5	10.7	-19.0	-13.8
CC1(C)CC(NC(=O)C(=O)NCCc2ccc(Cl)cc2)CC(C)(C)N1	-4.0	5.9	-1.2	-3.8	-2.4	-1.1	1.1	-12.3	-1.1	-4.6
O=C(CN1CCCCCC1)Nc1ccccc1	4.1	-1.9	-12.9	2.8	-0.6	-3.3	3.3	-11.2	0.6	-6.4
COc1ccc(CCN2C(=O)CCC2(C)C(=O)NC2CCCC2)cc1OC (stereo unspecified)	-2.3	-7.8	-4.0	-1.0	0.9	-26.4	26.4	-75.5	-7.0	-4.2
CC(C)CCNC(=O)c1cc(S(=O)(=O)N2CCCCC2)ccc1N1CCOCC1	-15.1	-4.4	-2.3	-2.2	-0.4	.	.	-3.9	7.8	-5.0
CCc1ccc(C(=O)NNc2ccccc2F)cc1	21.4	-28.2	-2.5	-5.8	0.5	-4.2	4.2	24.6	43.2	-16.2
Cc1cccc(C(=O)NCCc2nnc(SCC(=O)Nc3nc(C)cs3)n2C)c1	-1.1	-6.6	.	0.6	-0.7	11.8	-11.8	.	-9.7	-2.9
COc1ccc(C(=O)CSc2nc(-c3ccccn3)nc(C)c2Cl)cc1	-1.2	-8.2	.	-14.6	-0.3	3.8	-3.8	0.4	.	5.0
CCCCN(CCCC)S(=O)(=O)c1c(C)[nH]c(=O)[nH]c1=O	-0.8	5.9	-1.9	-4.7	0.9	-3.6	3.6	-24.6	-4.2	-13.0
Cc1cc(NS(=O)(=O)c2ccc(NC(=O)Cc3ccccc3)cc2)nc(C)n1	-0.6	1.5	-3.4	-1.9	-2.2	-12.4	12.4	-60.0	4.0	-10.1
CC(C)C(NC(=O)C12CC3CC(CC(C3)C1)C2)C(=O)N/N=C/C1=C(N2CCOCC2)C(=C\c2cccc([N+](=O)[O-])c2)/CC1 (stereo unspecified)	-3.6	9.5	-0.3	-2.1	-1.1	84.8*	-84.7	-12.4	-5.8	-3.6
O=C(O)c1ccc2c(c1)C(=O)N(c1ccc(OCc3ccccc3)cc1)C2=O	1.2	2.5	-1.8	-3.3	-2.0	-14.7	14.7	-14.4	.	5.7
O=C(NCCN1CCOCC1)c1cc(-c2ccc(F)cc2)nc2ccccc12	12.9	4.4	-5.4	-4.9	-3.2	41.9	-41.9	-0.7	6.9	-0.5
Cc1cc(C(=O)OCC(=O)Nc2cc(S(=O)(=O)N(C)C)ccc2C)c2ccccc2n1	-0.6	-3.9	-7.8	-19.5	-0.2	20.8	-20.8	-9.4	-3.5	-6.1
Cc1ccc(-c2nnn(CC(=O)N3CCCCC3)n2)o1	1.3	-10.6	.	-1.6	0.7	6.6	-6.6	-4.5	.	6.5
COc1ccc(CCNC(=O)C2CC(c3cccc(F)c3)=NO2)cc1 (stereo unspecified)	.	3.2	-2.9	-0.2	-0.8	-5.0	5.0	-6.9	3.6	-2.7
COc1ccccc1N1C(=O)C(=O)N(C)C1=O	11.2	14.2	-1.0	1.4	-1.8	-3.3	3.3	-3.0	-6.6	9.6
NS(=O)(=O)c1cc([N+](=O)[O-])ccc1NCc1cccnc1	6.1	0.3	-1.0	9.5	-1.2	1.5	-1.5	-5.1	4.4	-6.7
COC(=O)c1ccc(NC(=S)NC2CC3CCC2C3)cc1 (stereo unspecified)	-3.0	-2.5	-3.7	-6.3	-1.5	15.3	-15.3	5.4	68.4	-16.0
O=C(CN1CCN(S(=O)(=O)c2ccc(Cl)cc2)CC1)NC(=O)NC1CCCCC1	4.9	?	-5.4	-9.9	-0.9	5.6	-5.6	64.4	-12.0	-16.6
Oc1c(C(Nc2ccccn2)c2cccnc2)cc(Cl)c2cccnc12 (stereo unspecified)	-0.1	-6.2	0.2	-6.2	-2.6	-2.4	2.4	103.0*	-2.6	-8.8
CC(=O)c1cnc(N(C)C)s1	-6.4	1.2	-4.6	-9.3	-3.8	-13.0	13.0	-5.3	-2.7	-7.5
O=C(O)CC/C(=N\Nc1ccc([N+](=O)[O-])cc1S(=O)(=O)N1CCOCC1)c1cccs1	-0.7	13.0	-5.3	-6.9	-0.4	10.3	-10.3	-7.4	1.5	0.9
CCc1c(C)nc2ncnn2c1N1CCCC(C(=O)Nc2ccc(NC(C)=O)cc2)C1 (stereo unspecified)	-1.6	2.8	0.1	-2.8	-1.5	-14.1	14.1	21.0	10.7	12.0
CCc1c(C)nc2c(-c3ccccc3OC)c(C)[nH]n2c1=O	3.9	1.6	.	-1.2	-0.4	-10.4	10.4	-12.0	2.7	0.9
C[n+]1ccccc1C1CCCC/C1=N\NC(N)=S (stereo unspecified)	-4.0	39.0	0.1	-3.7	-0.1	-0.5	0.5	6.5	16.7	8.0
CCn1cc(C(=O)N2CCCc3ccccc32)c2cc(OC)c(OC)cc2c1=O	0.2	0.4	-4.5	5.3	-2.0	-8.4	.	-10.3	6.2	8.8
CCCCn1c(Cl)nc2c1c(=O)n(C)c(=O)n2C	-0.3	-11.4	-2.9	-8.1	-0.3	-10.2	10.2	-15.0	-8.2	-8.4
CN(Cc1cn(C)nc1-c1cccc(Cl)c1)C1CCOCC1	2.5	-1.4	-2.0	-8.2	-1.9	-12.2	12.2	4.4	-2.0	-13.3
O=c1oc2ccccc2c2c1nc(C(F)(F)F)n2-c1ccccc1	-2.8	3.3	-2.7	-5.6	-0.4	6.0	-6.0	-6.2	-5.6	-7.3

From PubChem
